# Compound activity (PubChem BioAssay)
# ABHD5 PLIN5 PPI = ABHD5-PLIN5 interaction inhibitors, primary screen, cell lysate, split luciferase complementation, luminescence; Split G. princeps luciferase complementation, 4 h; AID 602281, 2012; 0.78% of 360,000 active; inhibition, % at 4 µM;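 active = inhibition above the mean inhibition across every tested compound plus 3 SD, cut at about 22% in these data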;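 also: 0% = DMSO only wells and the 100% control is not disclosed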
# TLR9-MyD88 block = inhibitors of TLR9-MyD88 association in cells, primary screen, cell-based, CHO, BLA complementation, fluorescence; CCF4 FRET ratio; inhibition, % at 4.98 µM; 0.21% of 340,000 active; AID 504734, 2011;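 active = inhibition above the mean over all tested compounds plus 3 SD, cut at about 21% in these data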;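 also: 0% = DMSO only wells and 100% = clavulanate BLA inhibitor control wells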
# ABCB6 inh 2 = ABCB6 transporter inhibitors, primary screen, K562-ABCB6 cells, flow cytometry, MLPCN library; ATP-binding cassette sub-family B member 6 (Homo sapiens), Q9NP58; K562-ABCB6 porphyrin accumulation, 1 h; hits give low values; fluorescence ratio to DMSO, % at 10 µM; 0.19% of 360,000 active; AID 602162, 2011;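 active = fluorescence ratio to DMSO below 75%, the collection mean minus 3 SD; inconclusive = too few cells collected in the well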;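 also: signal is porphyrin accumulated inside mitochondria; 100% equals median channel fluorescence of DMSO control wells; lower ratio means ABCB6 inhibition with less porphyrin fluorescence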
# NOD2-RIPK2 inh = NOD2-RIPK2 binding disruptors in cells, primary screen, fluorescence, CHO cells, BLA complementation; CCF4 ratio; inhibition, % at 4.98 µM; 0.38% of 360,000 active; AID 624267, 2012; in the data active = inhibition above about 21%;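 also: 0% = vehicle only and 100% = reference blocker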
# Target sequence (O43353 whole entry, looked up): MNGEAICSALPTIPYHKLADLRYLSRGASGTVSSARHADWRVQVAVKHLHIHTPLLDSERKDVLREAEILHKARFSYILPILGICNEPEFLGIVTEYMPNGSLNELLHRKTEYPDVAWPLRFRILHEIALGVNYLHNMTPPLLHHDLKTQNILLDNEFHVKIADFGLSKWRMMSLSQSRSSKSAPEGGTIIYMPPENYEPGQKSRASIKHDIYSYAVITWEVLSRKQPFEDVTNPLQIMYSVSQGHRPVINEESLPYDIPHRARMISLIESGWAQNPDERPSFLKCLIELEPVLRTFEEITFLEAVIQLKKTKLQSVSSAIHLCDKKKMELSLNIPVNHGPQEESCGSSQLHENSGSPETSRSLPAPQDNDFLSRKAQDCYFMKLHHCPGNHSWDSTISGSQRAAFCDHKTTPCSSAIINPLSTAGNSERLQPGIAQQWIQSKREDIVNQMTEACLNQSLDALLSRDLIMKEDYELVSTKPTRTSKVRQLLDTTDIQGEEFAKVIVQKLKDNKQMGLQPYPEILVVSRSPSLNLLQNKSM
# MC4R barr agon = MC4R agonists recruiting beta-arrestin, primary screen, cell-based, luminescence, agonist arm of biased-ligand search | activation, % at 8.9 µM | Melanocortin receptor 4 (Homo sapiens), P32245 | 0.98% of 360,000 active | U2OS MC4R beta-arrestin complementation; percent of melanotan II response, DMSO zero;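 active = activation above a per-plate cutoff, the mean activation of sample wells on that plate plus 3 SD, cut at about 8% in these data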
# Target sequence (P32245 whole entry, looked up): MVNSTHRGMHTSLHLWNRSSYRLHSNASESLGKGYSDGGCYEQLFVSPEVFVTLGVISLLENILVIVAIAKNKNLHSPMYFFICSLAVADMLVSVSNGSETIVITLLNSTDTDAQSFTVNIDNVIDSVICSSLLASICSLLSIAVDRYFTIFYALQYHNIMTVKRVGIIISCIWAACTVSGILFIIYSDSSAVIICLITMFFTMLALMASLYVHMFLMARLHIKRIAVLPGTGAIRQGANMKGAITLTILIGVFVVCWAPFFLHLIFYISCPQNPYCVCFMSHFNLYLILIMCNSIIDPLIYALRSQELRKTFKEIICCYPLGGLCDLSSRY
# aDG glyco act = activators of alpha-DG glycosylation, primary screen, uHTS, Pro5-aDG cells, AlphaScreen; alpha-DG glycosylation AlphaScreen (IIH6); 0% Pro5, 100% B10-LARGE cell signal; activation, % at 10 µM; 0.22% of 360,000 active;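 active = activation of at least 8% versus controls, or a plate z-score of at least 8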;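 also: Pro5 are CHO cells carrying HIG-tagged alpha-DG that lacks glycosylation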
# Exocytosis inh = LAMP-1 surface exposure blockers, TALL-104 cells – cell-based, flow cytometry, MLPCN library, primary screen. inhibition, % at 10 µM. AID 651702, 2012. TALL-104 LAMP-1 surface exposure; cells stimulated with thapsigargin and PMA. 0.66% of 360,000 active;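 active = inhibition above about 55%, limit read from the data; inconclusive = no clear call, values can overlap the other calls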
# Vif inh = HIV Vif self-association inhibitors, primary screen, imaging, HEK293T, single point | HEK293T cells, Vif self-association by quenched fluorescence, 24 h | inhibition, % at 7.49 µM | 0.35% of 340,000 active | AID 602346, 2012; in the data active = inhibition above about 50%, passing the limit was not always enough; inconclusive = no clear call, values can overlap the other calls; inactive = below about 31%; also: some results filed as inactive read as strong as hits
# N-glyco inh = increase of ERlucT glycosylation luciferase signal, primary screen, N-linked glycosylation inhibitor project, D54 ERlucT cells, luminescence, set 2. D54 ERlucT glycosylation luciferase reporter, 24 h; percent of 100 nM tunicamycin response. reporter increase, % at 12.5 µM. 0.23% of 360,000 active. AID 588692, 2011;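 active = mean luciferase reporter signal, scaled so untreated is 0 and the glycosylation-blocking control 100, at or above a set limit in every replicate; inconclusive = mean reaches the limit but not every replicate does; inactive = mean below the limit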;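 also: luciferase carries N-glycosylation sites so blocking glycosylation raises the light; 0% = median of neutral control wells and 100% = median of 100 nM tunicamycin wells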
# MC4R antagonist = MC4R antagonists of cAMP signaling, primary screen, cell-based, TR-FRET, antagonist arm of biased-ligand search. MC4R-expressing cells, MTII-stimulated cAMP, LANCE TR-FRET. 0.48% of 360,000 active. Melanocortin receptor 4 (Homo sapiens), P32245. inhibition, % at 6.5 µM;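 active = inhibition above its plate's cutoff, the mean of tested wells on that plate plus 3 SD, cut at about 29% in these data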;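 also: 0% = Melanotan II alone and 100% = Melanotan II plus saturating MCL0020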
#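 system = U2OS cells with stable human MC4R expression | also added = Melanotan II challenge after compound preincubation | dosing = one concentration, 6.5 µM nominal | incubation = compound 30 min, challenge 1 h, detection 1 h | measured by = TR-FRET with Eu-cAMP and labeled anti-cAMP, 671 nm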
# * hit, by the source's call; i = inactive; ? = inconclusive; . = no result given. Some of the compounds tested; count on the stated rates, not on these rows.
SMILES,ABHD5 PLIN5 PPI,TLR9-MyD88 block,ABCB6 inh 2,NOD2-RIPK2 inh,MC4R barr agon,aDG glyco act,Exocytosis inh,Vif inh,N-glyco inh,MC4R antagonist
CC1CCN(S(=O)(=O)c2cccc(C(=O)Nc3ccccn3)c2)CC1,-2,-14,98,-9,-2.0,0.1,-3,2,1,4
COc1cc(-c2n[nH]c(=S)n2-c2ccccc2C(F)(F)F)cc(OC)c1OC,-7,2,110,-4,-2.9,0.4,-10,4,5,12
Oc1c(Cl)cc(CN2CCCCC2)c2cccnc12,3,-7,118,3,-1.2,-0.2,14,16,-1,7
CC(C(=O)Nc1ccccc1Sc1ccccc1)N(c1ccccc1)S(C)(=O)=O (stereo not given),10,-11,97,-19,1.3,0.3,19,0,-1,-8
CC(C(=O)NCc1ccc(Cl)cc1)n1cccc1C(=O)c1ccccc1 (stereo not given),-7,13,99,-8,-1.8,-0.5,1,-6,1,1
O=C(CCNS(=O)(=O)c1ccccc1F)N1CCN(C(c2ccccc2)c2ccccc2)CC1,-2,1,97,4,-2.0,0.0,-4,1,-5,5
CCNc1nc(NCC)nc(N/N=C/c2ccc(OC)cc2)n1,2,.,98,-7,0.1,0.0,-4,-1,-1,0
Cc1ccc(-n2ccc(=O)c(C(=O)Nc3ccc(S(=O)(=O)Nc4onc(C)c4C)cc3)n2)cc1,6,3,105,-12,-0.9,-0.3,3,4,3,-4
CC1CC(C)CN(C(=O)c2ccc(N3CC4CC(C3)c3cccc(=O)n3C4)c([N+](=O)[O-])c2)C1 (stereo not given),1,-7,101,-1,-1.5,0.1,0,-6,2,6
Cc1csc(NC(=O)c2ccc[nH]c2=O)n1,-2,5,99,-6,0.4,0.0,6,32,-2,9
O=C(CSc1nc2ccc(Cl)cc2[nH]1)NCCc1ccc(Cl)cc1,2,-5,100,10,0.8,0.0,6,-1,-2,12
CC(=O)Nc1ccc2nc(NC(=O)CCc3ccccc3)sc2c1,4,1,97,10,-2.6,-0.1,-2,-4,2,-8
Cc1c(C(=O)Nc2ccc(F)cc2)nnn1-c1cccc(C(F)(F)F)c1,-1,-2,98,0,0.8,2.6,-1,-11,-1,1
CS(=O)(=O)c1ccc(C(=O)Nc2ccccc2N2CCOCC2)c(Cl)c1,-6,6,101,8,-1.5,0.2,0,-2,-1,12
CC(Sc1nnc2c(n1)[nH]c1ccccc12)C(=O)N(C)C1CCCCC1 (stereo not given),-16,2,82,-5,-1.4,0.1,38,-14,-2,1
O=C(CSC1=NS(=O)(=O)c2ccccc2N1)NCCc1ccccc1,-2,8,93,11,-3.3,0.0,-10,.,0,4
COC(=O)C(C(=O)Nc1ccccc1C)C1CCCCCC1 (stereo not given),0,.,99,10,-0.4,0.0,-1,3,0,12
Cc1ccccc1CSc1ccc2nnc(-c3ccccn3)n2n1,1,-8,259,8,-0.9,1.8,0,i,6,1
Cc1csc(SC(C)C(=O)Nc2ccc(Cl)cn2)n1 (stereo not given),-7,-6,80,4,-1.2,-0.1,0,24,-3,0
Cn1c(Cn2nnc3ccccc32)nnc1SCC(=O)c1ccccc1F,-9,0,104,2,1.3,0.2,4,3,1,6
CN(CC(=O)Nc1ccc(F)cc1)CC(=O)N1CCc2ccccc21,-1,-6,98,-1,0.0,0.1,-3,-10,3,5
Cc1ccc(C2/C(=C(\O)c3ccc4c(c3)OCCO4)C(=O)C(=O)N2Cc2cccnc2)cc1 (stereo not given),-4,-1,100,13,-1.9,0.3,-5,3,1,14
Cc1[nH]c(C)c(S(=O)(=O)NCc2ccco2)c1C(=O)N1CCCCC1,0,-7,105,8,-0.9,0.0,0,-1,1,10
O=[N+]([O-])c1ccccc1S(=O)(=O)N1CCN(S(=O)(=O)c2ccc3c(c2)OCCO3)CC1,-2,6,99,-4,-1.6,0.1,4,.,-1,9
Cc1nn(CCO)c(N)c1C1(O)C(=O)Nc2c(Cl)cc(Cl)cc21 (stereo not given),-25,-7,109,-1,-3.8,1.6,7,27,3,3

# A stretch of the results above, as a working copy:
SMILES,ABHD5 PLIN5 PPI,TLR9-MyD88 block,ABCB6 inh 2,NOD2-RIPK2 inh,MC4R barr agon,aDG glyco act,Exocytosis inh,Vif inh,N-glyco inh,MC4R antagonist
COC(=O)C(C(=O)Nc1ccccc1C)C1CCCCCC1 (stereo not given),0,.,99,10,-0.4,0.0,-1,3,0,12
Cc1ccccc1CSc1ccc2nnc(-c3ccccn3)n2n1,1,-8,259,8,-0.9,1.8,0,i,6,1
Cc1csc(SC(C)C(=O)Nc2ccc(Cl)cn2)n1 (stereo not given),-7,-6,80,4,-1.2,-0.1,0,24,-3,0
Cn1c(Cn2nnc3ccccc32)nnc1SCC(=O)c1ccccc1F,-9,0,104,2,1.3,0.2,4,3,1,6

# Following part.
SMILES,ABHD5 PLIN5 PPI,TLR9-MyD88 block,ABCB6 inh 2,NOD2-RIPK2 inh,MC4R barr agon,aDG glyco act,Exocytosis inh,Vif inh,N-glyco inh,MC4R antagonist
Cc1sc2nc(CSc3n[nH]c(N)n3)[nH]c(=O)c2c1C,-1,.,94,-13,-0.3,-0.2,-1,16,1,8
O=C(CSCc1ccc(Cl)cc1)N1CCCCC1,-3,1,100,6,-0.1,-0.4,-2,0,-4,5
O=C(CCS(=O)(=O)c1ccccc1)Nc1nc2c(s1)CCCC2,2,5,100,-4,-1.5,0.0,-2,6,-5,8
O=C(CCS(=O)(=O)c1cc2c(cc1Cl)NC(=O)CO2)NCc1ccc(F)cc1,6,-23,103,-14,-0.7,0.3,-2,-7,0,15
O=C(Cn1cnc2c(nnn2Cc2ccc(F)cc2)c1=O)NCC1CCCO1 (stereo not given),10,-2,102,-14,0.8,0.0,-7,5,-6,-8
CCCCn1nc(C(=O)N(C)C2CCCCC2)c2ccccc2c1=O,1,5,98,-8,-3.6,0.1,-2,-6,-1,8
CN(C(=O)COC(=O)c1cccc(S(=O)(=O)N2CCCCCC2)c1)c1ccccc1,-1,-12,93,2,0.3,0.4,-5,22,0,8
O=C(CSc1nc2ncccc2[nH]1)c1ccc(F)cc1,-6,10,132,-7,3.2,0.7,-1,6,0,-2
CN(C)C(CN1C(=O)C2CC=CCC2C1=O)c1cn(C)c2ccccc12 (stereo not given),3,2,117,-8,-0.4,-0.1,-6,3,1,9
Cc1nonc1N1CCN(Cc2cn[nH]c2-c2ccc3c(c2)OCO3)CC1,1,-9,97,1,-3.1,0.1,-2,16,-4,7
O=C(c1cccc(Cl)c1)N(Cc1cccs1)C1CCS(=O)(=O)C1 (stereo not given),1,-2,99,8,1.2,0.0,3,3,1,11
Nc1ccccc1SCC(=O)Nc1nccs1,-4,1,104,-7,-1.1,0.5,5,?,2,7
O=[N+]([O-])c1ccc(-c2ccc(/C=N/O)o2)cc1,1,.,100,1,-0.7,-0.3,6,-4,-3,-2
CC(C)c1ccc(NC(=O)c2sccc2-n2cccc2)cc1,-6,0,104,-5,4.5,0.0,-2,-1,-2,9
CCc1nc2c(c(=O)c3ccccc3n2C)c(=O)n1C1CCCCCC1,5,6,94,-3,-0.4,0.0,-3,2,-3,9
Cc1ccccc1C(=O)N1CCCC(CCC(=O)N2CCN(c3ccccn3)CC2)C1 (stereo not given),-2,3,98,0,-1.9,-0.1,0,-6,-2,-3
O=C(NCCc1cn2ccsc2n1)c1cccs1,-1,0,85,-6,0.6,-0.1,-1,-16,1,-3
COc1ccc(NC(=O)N2CCN(C(=O)Nc3ccc(OC)cc3)CC2)cc1,11,10,86,0,4.2,-0.1,-5,-7,4,-12
COc1ccc(-c2cc(C(=O)N3CCN(Cc4ccccc4)CC3)no2)cc1OC,1,6,97,5,-3.4,0.0,-2,-5,1,6
O=C(NCc1ccccc1)c1nc(S(=O)(=O)Cc2ccccc2)ncc1Cl,51*,1,102,53*,-3.5,-0.5,44,18,-16,48*
COc1c(Cl)cc(Cl)cc1C(=O)Nc1ccc(CN2CCCCC2)cc1,3,-3,105,2,-1.6,5.1,2,-3,-1,7
CC(C)CCC(C)N=Cc1c(O)n(Cc2ccccc2)c(=O)c2ccccc12 (stereo not given),-6,-11,91,-3,0.6,-0.1,1,1,-5,9
COc1ccc(C(=O)COC(=O)CSCc2c(C)noc2C)cc1OC,-8,-1,108,-1,0.0,-0.2,0,5,0,4
Cc1ccc(NC(=O)CN2C(=O)S/C(=C\c3cc(Cl)c(OCC(=O)O)c(Cl)c3)C2=O)cc1,-4,0,98,-2,-2.3,0.0,-14,1,0,2
COc1cc(CCC(=O)Nc2c(C(=O)N3CCN(c4ccccc4OC)CC3)oc3ccccc23)on1,5,-15,94,-9,-1.6,0.0,3,-1,-2,7
# (next part)
SMILES,ABHD5 PLIN5 PPI,TLR9-MyD88 block,ABCB6 inh 2,NOD2-RIPK2 inh,MC4R barr agon,aDG glyco act,Exocytosis inh,Vif inh,N-glyco inh,MC4R antagonist
CCCCNC(=O)c1nc(C2CCN(S(=O)(=O)c3ccccc3)CC2)oc1-c1cccc(C(F)(F)F)c1,3,.,91,3,.,0.2,0,.,0,.
COc1ccc(-c2nnc(SCc3c(C)noc3C)o2)cc1,6,-12,97,-5,-1.2,-0.2,-1,-5,1,1
Cc1ccc(N2CC(C(=O)OCC(=O)c3c(N)n(CC(C)C)c(=O)n(C)c3=O)CC2=O)cc1 (stereo not given),-9,-3,98,7,-4.6,0.2,4,-10,0,4
COc1ccc2[nH]c3c(c2c1)CCNC3c1ccc([N+](=O)[O-])o1 (stereo not given),7,5,322,-5,-1.6,-0.1,48,-3,-3,13
CCOC(=O)CCCCC(=O)NC(CO)C(=O)NC (stereo not given),5,-18,99,8,0.9,0.0,1,18,0,12
O=Cc1cnc(N2CCCCC2)s1,2,5,94,-2,-1.2,-0.2,-1,4,2,2
CCCc1cc(=O)oc2c(C)c3occ(C)c3cc12,3,4,98,-19,18*,0.0,22,-6,1,4
COCCn1c(=S)[nH]c2cc(C(=O)NCc3ccccc3)ccc2c1=O,9,-4,120,-1,-1.4,-0.2,-12,-1,2,6
COc1ccc(S(=O)(=O)Nc2cccc(SC)c2)cc1C(=O)N1CCOCC1,2,6,97,-6,-1.5,0.0,0,10,4,10
CCOC(=O)c1nnn(-c2nonc2-n2cccc2)c1CN1CCOCC1,4,-4,101,-10,-0.1,0.1,0,.,1,9
CC(=O)N1CCN(CCN=CC2=C(O)CC(c3cccs3)CC2=O)CC1 (stereo not given),3,-4,115,-6,-1.3,-0.6,1,-2,1,-8
COc1ccc(-c2c(C)nn(Cc3ccccc3)c2N)cc1,-1,-4,92,0,0.1,0.0,-3,-2,3,-10
Oc1sc(C=Nc2ccc(F)cc2)c2ccccc12,-5,11,87,-6,-0.7,0.0,-1,10,0,3
